GPR35 arrestin U2OS = GPR35 antagonists blocking zaprinast-driven arrestin recruitment, primary screen, imaging, U2OS, beta-arrestin-GFP, zaprinast agonist (AID 2058). U2OS GPR35 beta-arrestin-GFP translocation imaging, zaprinast antagonism; higher % means a stronger effect. inhibition, % at 10 µM, or IC50 in µM where a hit was titrated. 0.052% of 290,000 active;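 active means inhibition of at least 50% with at least 30 cells and total cytoplasm GFP at most 10,000,000; inconclusive means under 30 cells or total GFP of 10,000,000 plus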
NOD1 NF-kB reporter = inhibition of NOD1-driven NF-kB reporter – cell-based, luminescence, uHTS, primary screen (AID 1578). 1% of 290,000 active. inhibition, % at 4 µM, or EC50 in µM where a hit was titrated. NOD1-driven NF-kB luciferase reporter cells, luminescence; higher % means a stronger effect; in the data active means inhibition mostly above about 36%, no sharp cut-off; inactive means mostly below about 34%;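 further: HEK-293T reporter cells stimulated with the NOD1 agonist gamma-tri-DAP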
Rac1 GTP hydrolysis = MgcRacGAP GTPase-activating activity inhibitors, confirmation, biochemical, ADP Hunter fluorescence; MgcRacGAP-stimulated Rac1 GTP hydrolysis, ADP Hunter fluorescence; higher % means a stronger effect; GST-tagged Rac1 F28L mutant substrate; inhibition, % at 30 µM, or IC50 in µM where a hit was titrated; 0.6% of 340,000 active;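 active means first-screen hits whose inhibition reached a set limit at any dose in the follow-up dose series; inconclusive means inhibition above the set first-screen limit but never retested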;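 further: fluorescence reports GDP produced by GAP-driven GTP hydrolysis; strong numbers were not always called active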
KOR beta-arrestin-1 = kappa opioid receptor blockers – cell-based, luminescence, uHTS (AID 1778); inhibition, % at 10 µM, or IC50 in µM where a hit was titrated; KOR beta-arrestin recruitment, luminescence, antagonist mode; higher % means a stronger effect; 0.091% of 290,000 active; in the data active means inhibition above about 50%; further: strong numbers were not always called active
NTR1 agonist = NTR1-driven beta-arrestin-GFP spot formation – imaging, U2OS cells, high content, primary screen (AID 493036). P30989. activation, % at 20 µM. 0.17% of 330,000 active. agonist mode;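 active means activation at or above 40% of the spot to cytoplasm intensity ratio, with at least 20 cells analyzed; inconclusive means wells under 20 cells, flagged as cytotoxic or low count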;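 further: 0% = DMSO without peptide and 100% = 100 nM NTR1 peptide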
Target sequence (P30989 whole entry, looked up): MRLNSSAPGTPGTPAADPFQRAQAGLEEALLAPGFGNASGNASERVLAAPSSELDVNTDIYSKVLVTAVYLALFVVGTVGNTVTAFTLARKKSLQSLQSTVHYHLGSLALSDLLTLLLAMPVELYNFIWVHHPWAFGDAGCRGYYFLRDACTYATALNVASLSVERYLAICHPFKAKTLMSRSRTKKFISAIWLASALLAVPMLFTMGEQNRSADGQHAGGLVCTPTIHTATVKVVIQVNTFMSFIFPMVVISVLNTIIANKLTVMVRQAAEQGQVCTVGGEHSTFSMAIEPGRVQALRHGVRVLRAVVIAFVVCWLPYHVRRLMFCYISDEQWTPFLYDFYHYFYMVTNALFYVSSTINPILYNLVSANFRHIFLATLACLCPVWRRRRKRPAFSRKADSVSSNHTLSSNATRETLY
GPR55 beta-arrestin = selective activators of receptor GPR55 – imaging, U2OS cells, beta-arrestin-GFP redistribution, primary screen (AID 1961); 0.048% of 290,000 active; U2OS GPR55 beta-arrestin-GFP redistribution imaging; higher % means a stronger effect; activation, % at 10 µM; hits with a dose series show EC50 in µM;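 active means activation above 40% with more than 50 cells counted in the well; inconclusive means wells holding fewer than 50 cells, flagged as toxic or sparse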;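 further: U2OS osteosarcoma cells stably expressing GPR55 and beta-arrestin-GFP; plate controls were DMSO negative control for no effect and LPI positive control for full effect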
GPR55 LPI antagonism = inhibition of LPI-stimulated GPR55 beta-arrestin translocation – imaging, U2OS, beta-arrestin-GFP, LPI agonist, primary screen (AID 2013). U2OS GPR55 beta-arrestin-GFP translocation imaging, LPI antagonism; higher % means a stronger effect. inhibition, % at 10 µM, or IC50 in µM where a hit was titrated. 0.13% of 290,000 active;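 active means spots per cell inhibited over 60%, with over 100 cells counted and total cytoplasm intensity under 500,000; inconclusive means wells with under 100 cells, flagged as likely toxic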;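 further: U2OS cells stably carrying GPR55 and arrestin-GFP stimulated by 5 µM LPI near EC80; imaged beta-arrestin-GFP aggregate spots per cell after agonist stimulation; plate controls were LPI-stimulated DMSO wells for no effect and DMSO wells without LPI for full effect; some results filed as inactive read as strong as hits; confirmed hits need IC50 under 10 µM and bright autofluorescent wells are also inconclusive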
K1F lysis inhibition = protection from phage-mediated lysis, alamar blue read-out – E. coli UTI89, K1F phage, bacterial capsule biogenesis inhibitors (AID 488966); E. coli UTI89 K1F phage lysis, alamar blue, 2 h; higher % means a stronger effect; inhibition, % at 100 µM; hits with a dose series show IC50 in µM; 0.02% of 340,000 active;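 active means phage lysis inhibition, versus mean bacterial control, above a set limit; inconclusive means no clear call, values can overlap the other calls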;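 further: capsule biogenesis inhibitors block K1F phage lysis so surviving cells raise fluorescence; higher fluorescence means more inhibition of phage lysis; actives were called in the ten point dose series up to 300 µM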
KOR beta-arrestin-2 = kappa opioid receptor activators – cell-based, luminescence, uHTS, primary screen (AID 1777). 0.02% of 280,000 active. KOR beta-arrestin recruitment, luminescence; higher % means a stronger effect. activation, % at 10 µM, or EC50 in µM where a hit was titrated; in the data active means activation above about 50%, passing the limit was not always enough; further: a part of the inactive calls stands beside numbers as strong as those of hits
NTR1 agonist cell count 20 µM = recorded beside NTR1 agonist, whose call it bears; cell count; measured here: cell count, cytotoxicity flag
* marks the source's active call; other numbers are inactive results; ? = inconclusive; · = no result given; [ ] = another dose, or the depositor's remark.

SMILES | GPR35 arrestin U2OS | NOD1 NF-kB reporter | Rac1 GTP hydrolysis | KOR beta-arrestin-1 | NTR1 agonist | NTR1 agonist cell count 20 µM | GPR55 beta-arrestin | GPR55 LPI antagonism | K1F lysis inhibition | KOR beta-arrestin-2
NC1=NC(c2cn(-c3ccccc3)nc2-c2cccs2)n2c(nc3ccccc32)N1 (stereo not drawn) | -1% | 12% | 12% | -62% | 3.6 | 39 | -0.1% | 1% | 13% | 7.3%
O=C(N/N=C/c1ccc(O)cc1)c1cc(C2CC2)[nH]n1 | 2% | -19% | ? | 16% | -1.0 | 55 | -0.1% | 4% | 0.4% | -2.0%
COc1ccc(CN2CC(C(=O)NCCC(C)C)CC2=O)cc1 (stereo not drawn) | 12% | -18% | -5% | 10% | -0.7 | 44 | 0.1% | -8% | 2.7% | -3.2%
Oc1c(Br)cc(Br)cc1C=NCc1ccc(F)cc1 | -13% | 64%* | 10% | -29% | 4.6 | 40 | 0.2% | -1% | -2.2% | 9.9%
O=C(Cc1ccc(F)cc1)OCC(=O)c1cc2ccccc2o1 | -14% | -31% | 9% | 9% | -0.2 | 41 | -0.3% | 5% | 1.0% | 1.1%
O=C(CN1C(=O)NC2NC(=O)NC21)N/N=C/c1ccccc1O (stereo not drawn) | -11% | -34% | 2% | -22% | 2.9 | 46 | -0.5% | 4% | -0.1% | -5.3%
CCOC(=O)Cn1c(=O)c2c(nc(Br)n2CC(=O)OCC)n(C)c1=O | 3% | 1% | 10% | -31% | 0.5 | 56 | -0.2% | -3% | 0.6% | 6.3%
COC1OC(CO)C(O)C(O)C1O (stereo not drawn) | 4% | -18% | -8% | 6% | 3.3 | 83 | 0.9% | 8% | -0.9% | -0.6%
COc1ccc(/C=C/C(=O)c2ccoc2)cc1 | 9% | -9% | 7% | -13% | 1.6 | 50 | 0.0% | 9% | 1.9% | 1.0%
Cc1ccc(Nc2nc(CSc3nnc(-c4cccnc4)n3-c3ccccc3F)cs2)cc1 | -3% | 19% | 11% | 15% | 1.5 | 75 | 0.0% | 55% | -0.6% | 1.7%
COCCCn1c(C)c(C(C)=O)cc(NC(=O)c2ccccc2)c1=O | 10% | -16% | 4% | -8% | 0.0 | 27 | 1.3% | -5% | 0.2% | -1.1%
Cc1ccc(C(=O)O)cc1-n1c(C)cc(C=O)c1C | 4% | -17% | 6% | 13%[20 µM] | -1.0 | 43 | 0.2% | 17% | -0.4% | ·
O=C(CN(Cc1ccccc1)C(=O)CNS(=O)(=O)c1ccccc1)NCC1CCCO1 (stereo not drawn) | -8% | 4% | 7% | -34% | -1.0 | 57 | 0.2% | -6% | 0.1% | 10%
Cc1ccc(CNC(=O)Nc2ccccc2)n1C | -1% | -19% | 11% | 1% | -0.5 | 41 | -0.1% | 2% | 0.1% | 0.1%
O=C(NC1CCSc2ccccc21)c1ccc(Cl)c(S(=O)(=O)N2CCOCC2)c1 (stereo not drawn) | 7% | -15% | 5% | -3% | 0.4 | 69 | -0.1% | 9% | 0.3% | 5.1%
O=c1c(-c2ccccc2)n[nH]c2ccccc12 | -15% | -33% | -1% | · | 3.2 | 65 | -0.2% | 15% | 0.4% | 25%
CC(=O)N1c2ccc(S(=O)(=O)NCC3CCC(C(=O)N4CCC(C)CC4)CC3)cc2CC1C (stereo not drawn) | -8% | -39% | 13% | -22% | -0.6 | 55 | 0.1% | -3% | 0.1% | 0.2%
Cc1cnc(CN(C)C(=O)C2CCC(=O)N(CCc3cccc(F)c3)C2)[nH]1 (stereo not drawn) | 6% | -8% | 9% | 9% | -0.4 | 70 | -0.2% | -4% | 0.4% | -0.7%
CNC(=O)c1cn(-c2ccc(Cl)cc2)c(=O)c2ccccc12 | -14% | -18% | 2% | -10% | -1.3 | 103 | 0.2% | 19% | -1.7% | -2.4%
Cc1[nH]c(=O)[nH]c(=O)c1S(=O)(=O)NCCc1ccc(S(N)(=O)=O)cc1 | -21% | -6% | 4% | 32% | 0.7 | 75 | -0.1% | -9% | 0.7% | -1.3%
Cc1nn(-c2ccccc2)c(C)c1/C=C1\C(=O)N(C)C(=S)N1C | -8% | -43% | -2% | 2% | 1.4 | 39 | -0.4% | 4% | -0.1% | -0.7%
Cc1ccnc(NC(=O)CCC(=O)N(CC(=O)NC2CCCCC2)c2ccc3c(c2)OCO3)c1 | 19% | 14% | 5% | · | 0.8 | 51 | -0.2% | -1% | 0.5% | 3.2%
CC(C(=O)Nc1ccccn1)(c1ccccc1)c1ccccc1 | -6% | 66% | -9% | 2% | -0.6 | 46 | -0.2% | -12% | -1.1% | 5.8%
CCCCOc1ccc(CNC(=S)N/N=C/c2ccc(OC)c(OC)c2)cc1 | -12% | 14% | 3% | -34% | 8.3 | 55 | -0.1% | -4% | 0.7% | -1.9%
CC(C)CCOc1ccc(C(=O)C[N+]2(C)CCOCC2)cc1 | 13% | -3% | 10% | -13% | 2.1 | 38 | -0.1% | 12% | 0.4% | ·
Cc1ccc(SCc2[nH]nc3c2C2(CCSCC2)C(C#N)=C(N)O3)cc1 | 18% | 0% | 9% | 0% | -0.9 | 48 | -0.2% | 2% | 5.0% | -2.3%
COc1ccc2c(c1)C(C1C(=O)CCCC1=O)c1ccccc1O2 (stereo not drawn) | -7% | 7% | 7% | 2% | 1.7 | 28 | -0.1% | -3% | 0.9% | 0.0%
CC(C)c1ccc(C(O)Cc2nc3ccccc3n2C)cc1 (stereo not drawn) | -18% | -13% | -7% | -15% | 0.7 | 58 | -0.3% | -12% | 0.0% | 4.7%
CCn1c(C)nc2cc(C(=O)NNC(=S)Nc3ccccc3)ccc21 | -3% | -45% | 13% | -46%[20 µM] | -1.1 | 53 | 0.1% | 4% | 0.1% | -2.5%
Cc1ccc(-c2cc(C(=O)NCCCN3CCCC3)c3ccccc3n2)cc1C | 17% | 28% | -1% | -5% | 1.8 | 89 | 0.3% | 5% | 0.5% | 2.2%
O=C(Nc1cccc(NC(=O)c2ccco2)n1)c1ccco1 | 5% | -26% | 5% | -37%[20 µM] | 2.0 | 81 | -0.3% | 8% | 1.3% | 4.8%
C/C(=N\NC(=O)COc1cc(C)cc(C)c1)c1cccc(NC(=O)C2CCC2)c1 | 2% | -22% | 10% | -3% | 4.0 | 68 | -0.1% | 11% | 0.1% | 0.4%
CCOC(=O)c1ccc(NC(=O)COc2ccccc2OC)cc1 | -3% | 0% | 14% | -3% | -0.6 | 38 | 0.1% | 2% | 0.9% | -0.5%
COc1ccccc1-c1noc(CCC(=O)Nc2cccc(C(F)(F)F)c2)n1 | 23% | -26% | 7% | -23% | 1.7 | 96 | -0.5% | -18% | -0.4% | -4.8%
Cc1cc(NC(=O)CSc2ccc3nnc(CCNS(=O)(=O)c4ccccc4)n3n2)no1 | -20% | -21% | 9% | -5% | 3.0 | 82 | 0.6% | 2% | 0.3% | -3.2%
COc1ccc2ccccc2c1CN1CCN(C)CC1 | -4% | -15% | 5% | -11% | -0.1 | 73 | -0.1% | 7% | 4.8% | -3.3%
COc1cc(C(=O)OCC(=O)Nc2c(F)cccc2F)cc(OC)c1C | 14% | -32% | 6% | 2% | 1.4 | 50 | 0.7% | -4% | 0.4% | -4.2%
CC(C)(O)CC[C@@H](O)[C@](C)(O)[C@H]1CC[C@@]2(O)C3=CC(=O)[C@@H]4C[C@@H](O)[C@@H](O)C[C@]4(C)C3CC[C@]12C (stereo partly drawn) | 3% | -15% | 7% | -18% | -0.1 | 99 | -0.2% | 8% | 6.3% | 4.6%
S=c1nc(C2CCCCC2)n(-c2ccccc2)[nH]1 | 1% | -13% | 5% | 11% | 3.2 | 56 | -0.6% | 2% | 0.6% | -7.3%
COC(=O)c1ccc(/C=N/n2cnnc2)cc1 | -2% | 10% | 6% | 17% | -1.1 | 56 | -0.2% | 6% | 0.3% | 1.1%
COc1ccc(-c2noc(N3CCC(C(=O)Nc4ccccc4Cl)CC3)n2)cc1 | -6% | -5% | -2% | 27%[20 µM] | 6.9 | 62 | 0.5% | 0% | 1.1% | -5.1%
O=C1NC(=S)N/C1=C\c1ccc(N2CCOCC2)cc1 | -16% | -22% | 12% | -32% | -0.1 | 69 | 0.3% | -7% | 0.1% | 2.8%
CC(=O)Nc1ncc(Cc2ccc(Cl)cc2Cl)s1 | 33% | 10% | 4% | -71%[20 µM] | 4.4 | 63 | 0.2% | 4% | 0.5% | 0.5%
C=CCN(C(=O)c1ccc2snnc2c1)c1ccccc1 | 0% | -10% | -6% | -21% | 2.4 | 38 | -0.2% | -9% | 0.3% | -0.4%
CCc1ccc(NC(=O)C2CCCN2c2nn3c(=O)cc(C)nc3s2)cc1 (stereo not drawn) | -3% | 9% | -1% | 26%[20 µM] | -0.2 | 63 | 0.4% | -9% | 5.3% | -2.7%
O=C(CS(=O)(=O)c1ccccc1)Nc1ccc(S(=O)(=O)Nc2ncccn2)cc1 | 2% | -23% | 0% | 23% | 0.3 | 60 | 0.1% | -9% | 1.1% | -1.4%
CCC(C)NC(=O)c1c(N)n(/N=C/c2cccnc2)c2nc3ccccc3nc12 (stereo not drawn) | -10% | -2% | -1% | -89% | 41* | 83* | -0.2% | 1% | 0.0% | 13%
CCn1c(SCC(=O)N/N=C/C(C)=C\c2ccco2)nnc1-c1ccccc1 | 9% | 26% | 8% | 4% | -0.4 | 89 | 0.3% | -12% | -0.3% | -2.0%
COc1cccc(N=c2oc3c(C)ncc(CO)c3cc2C(N)=O)c1 | 20% | -46% | 3% | -29% | 3.3 | 67 | -0.1% | 11% | 0.1% | -2.2%
COc1cc(C(=O)NCc2ccccc2)cc(Br)c1OC | 2% | 53% | 3% | -10% | -1.1 | 66 | -0.1% | 11% | 0.1% | -0.5%
CCN1C(=O)c2cccc3c(S(=O)(=O)Nc4ccccn4)ccc1c23 | -12% | -24% | 13% | -8% | -1.3 | 85 | -0.1% | -5% | 0.2% | 2.1%
OCCC1CN(CC2CC2)CCN1Cc1ccc(F)c(F)c1 (stereo not drawn) | -4% | -10% | 10% | 4% | 0.6 | 61 | 1.2% | 11% | 0.2% | 1.0%

Compound activity as filed in PubChem BioAssay.

The list is partial; rates above refer to the full screens.
